Menin MLL FP TR: menin-MLL binding inhibition, Texas Red mutant peptide; Potency, µM (highest dose often 61.6 µM), without a hit: at the highest dose FP activity change, negative = inhibition, most hits filed as inhibitors; 0.23% of 270,000 active; O00255; AID 1768; Menin + Texas Red MLL mutant peptide, fluorescence polarization; active means well fitted inhibition curve with a large enough effect in the polarisation, with a control signal flat, not every such curve was filed as active; inconclusive means small, poorly fitted or top-dose-only effect, or effect the other way, or a change in a side signal; inactive means no such curve, though single readings can be large or run the other way; the % refers to the polarisation; further: % of control where 0% means no effect; many of its hits are not listed in these tables
VP16 counter: inhibits Gal4-VP16 luciferase reporter, ROR gamma counter-screen; 3.5% of 310,000 active; Potency, µM (series often up to 53.6 µM), without a hit: top-dose activity, negative = inhibition, usual class: inhibitors; Drosophila S2 Gal4-VP16 UAS-luciferase, luminescence, 20 h;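 further: Gal4-VP16 expression switched on by copper sulfate through the metallothionein promoter; on the % scale 0 is the no-effect control and ±100 the full control effect; nearly all actives have a fitted effect of over 50% in size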
RORgamma inh: inhibitors of mouse ROR gamma transcriptional activity | Potency, µM (series often up to 53.6 µM), without a hit: at the highest dose activity change, negative = inhibition, hits mostly inhibitors | AID 2551 | 5.4% of 310,000 active | Drosophila S2 Gal4-RORgamma UAS-luciferase reporter, 20 h | P51450; further: on the % scale 0 is the no-effect control and ±100 the full control effect; nearly all actives have a fitted effect of over 60% in size
Target sequence (P51450 whole entry, looked up, the tested form may be a part): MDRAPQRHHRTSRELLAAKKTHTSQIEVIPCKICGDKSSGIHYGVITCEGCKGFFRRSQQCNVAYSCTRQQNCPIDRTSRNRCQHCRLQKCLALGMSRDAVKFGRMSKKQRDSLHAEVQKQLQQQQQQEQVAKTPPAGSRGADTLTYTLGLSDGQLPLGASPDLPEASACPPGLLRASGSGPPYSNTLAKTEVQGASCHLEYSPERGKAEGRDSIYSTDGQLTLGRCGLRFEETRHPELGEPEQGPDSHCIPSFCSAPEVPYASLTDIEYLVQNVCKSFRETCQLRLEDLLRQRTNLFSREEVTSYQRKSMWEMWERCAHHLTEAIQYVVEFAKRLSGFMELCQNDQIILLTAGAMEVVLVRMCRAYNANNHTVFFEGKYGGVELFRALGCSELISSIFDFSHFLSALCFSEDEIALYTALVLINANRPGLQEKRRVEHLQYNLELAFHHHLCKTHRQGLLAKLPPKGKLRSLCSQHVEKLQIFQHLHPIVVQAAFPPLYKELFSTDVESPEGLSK
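Compounds are pin-transferred onto Drosophila Schneider cells expressing a copper-inducible Gal4–ROR gamma transactivation domain fusion. After 1 hr, copper sulfate is added to 700 uM final; luciferase is read 20 hr later.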
* hit, by the source's call; u = inconclusive; & = joins results of further samples; [ ] = dose if it differs, or a comment. Unless noted, the call rests on the fitted dose curve; in most records, active means well fitted curve in the direction sought with a large enough effect; inconclusive means small, poorly fitted or top-dose-only effect, or another doubt; inactive means no such curve, though single readings can be large; an effect the other way counts as inactive or inconclusive. Potency means the concentration at half of the fitted maximal effect. These rows are one share of the data (hit frequency here may not be typical).

SMILES	Menin MLL FP TR	VP16 counter	RORgamma inh
CC1(C)C(=O)C=C[C@@]2(C)C1C=C[C@@]1(C)C2CC[C@@]2(C)C(c3ccoc3)OC(=O)C3OC312 (some centres not stated)	2.2%	6.3%	7.08µM*
NCCC[C@@H](CC(=O)N[C@@H]1CCCC[C@H]1C(=O)N[C@H](CC(=O)N[C@@H](CCC(=O)O)CC(=O)O)Cc1c[nH]c2ccccc12)NC(=O)C[C@H](Cc1c[nH]c2ccccc12)NC(=O)[C@@H]1CCCC[C@H]1N	-5.1%	0.7%	0.1%
CCCC/C=C/[C@H](C)[C@@](C)(COC(=O)c1ccc(Br)cc1)Cc1ccccc1	-21.2%	4.4%	36.2%
Cc1cccc(C)c1NC(=O)C[N+](C)(C)C	-4.7%	3.4%	-1.8%
O=S1(=O)C2CC3C=CC2(O3)C(O)C(Cc2ccccc2)N1Cc1cccc(C(F)(F)F)c1 (configuration not stated)	u	-14.5%	12.4%
Cc1ccc2c(Br)cc(Br)c(O)c2n1	-8.8%	0.708µM*	0.251µM*
COc1cccc(Nc2ncc3ncc(=O)n(CCc4ccccc4)c3n2)c1	14.5%	-1.0%	8.4%
CCNc1ncc2nc(-c3ccccc3)c(=O)n(CCc3ccccc3)c2n1	7.3%	5.8%	5.9%
COc1ccc(-c2nc3cnc(N4CCNCC4)nc3n(C)c2=O)cc1	15.3%	-6.1%	3.9%
COC(=O)C1OC(=O)C2OC23[C@]2(C)C(O)CC4C(C)(C)C(OC(C)=O)CC(OC(C)=O)[C@@]4(C)C2CC[C@@]13C (some centres not stated)	-9.9%&-20.9%	-4.6%&-10.6%	2.3%&-3.1%
Cc1cnc(CNc2cc(-c3ccc(C(=O)N(C)C)cc3)ncn2)cn1	11.4%	2.0%	28.4%
CC(C)NC(=O)N1CC[C@@]2(CCCN(S(=O)(=O)c3ccccc3)C2)C1	16.7%	-0.7%	4.4%
CN1CCC2(CC1)CCN(S(=O)(=O)c1ccccc1)CC2	-25.1%	4.2%	-20.1%
CC(=O)c1ccc(OC2C(O)COC2/C=C/c2ccc(Cl)cc2)cc1 (configuration not stated)	-11.0%&-14.0%[11.7 µM]	7.8%&-4.2%[10 µM]	17.3%&-8.1%[10 µM]
C=C/C1=C/Cc2ccccc2C(C[N+](=O)[O-])C(C(=O)OC)(C(=O)OC)C1 (configuration not stated)	17.2%[11.7 µM]	u	u
C[C@@H]1/C(=N/O)CC2C[C@@H]1C2(C)C	-1.1%	-7.1%	-1.1%
CC(=O)NCCNc1ncnc2ccc(-c3ccc(C(=O)N(C)C)cc3)cc12	-0.7%	8.8%	-1.2%
CC(C)NC(=O)N1CC[C@@]2(CCCN(S(C)(=O)=O)C2)C1	0.5%	0.4%	-24.3%
COc1c2c(cc3c1C(c1c(O)c4ccccc4oc1=O)N(C)CC3)OCO2 (configuration not stated)	4.6%	-22.9%	0.9%
COc1ccc(NC(=O)N2CCCC3(CCN(C(=O)c4cc(C(F)(F)F)cc(C(F)(F)F)c4)CC3)C2)cc1	-7.8%	3.1%	-4.3%

Compound profiles, from the list above. Order of screens: Menin MLL FP TR	VP16 counter	RORgamma inh
`O=S1(=O)C2CC3C=CC2(O3)C(O)C(Cc2ccccc2)N1Cc1cccc(C(F)(F)F)c1` (configuration not stated) reads u	-14.5%	12.4%
`Cc1cnc(CNc2cc(-c3ccc(C(=O)N(C)C)cc3)ncn2)cn1` reads 11.4%	2.0%	28.4%
`COC(=O)C1OC(=O)C2OC23[C@]2(C)C(O)CC4C(C)(C)C(OC(C)=O)CC(OC(C)=O)[C@@]4(C)C2CC[C@@]13C` (some centres not stated) reads -9.9%&-20.9%	-4.6%&-10.6%	2.3%&-3.1%
`CC(=O)NCCNc1ncnc2ccc(-c3ccc(C(=O)N(C)C)cc3)cc12` reads -0.7%	8.8%	-1.2%
`CC(=O)c1ccc(OC2C(O)COC2/C=C/c2ccc(Cl)cc2)cc1` (configuration not stated) reads -11.0%&-14.0%[11.7 µM]	7.8%&-4.2%[10 µM]	17.3%&-8.1%[10 µM]

Following part
SMILES	Menin MLL FP TR	VP16 counter	RORgamma inh
O=C(/C=C/C#Cc1cccc(NS(=O)(=O)c2ccccc2)c1)NO	u	u	u
COc1ccc(Oc2ncc3nc(-c4ccc(F)cc4)c(=O)n(Cc4cccs4)c3n2)cc1	2.1%	-3.9%	-19.9%
COC(=O)C/C=C1\c2ccccc2[C@H](OC)[C@H]1C	-0.3%[11.7 µM]	-10.3%[10 µM]	5.9%[10 µM]
CCC(C)c1ccc(O[C@@H]2O[C@H](CO)[C@@H](O)[C@H](O)[C@H]2NC(C)=O)cc1 (some centres not stated)	-16.8%	1.6%	7.7%
COCCNc1ncncc1-c1ccccc1OC	-4.3%	-25.4%	7.0%
NC(=O)c1cc[n+](CC2=C(C(=O)O)N3C(=O)C(NC(=O)C(c4ccccc4)S(=O)(=O)[O-])C3SC2)cc1 (configuration not stated)	15.2%	-7.3%	-18.0%
CC(=O)c1cc2c(cc1O)OC(C)(C)C=C2	-10.5%	u	u
Nc1nc2c(c(=O)[nH]1)N(C=O)[C@H](CNc1ccc(C(=O)N[C@@H](CCC(=O)O)C(=O)O)cc1)CN2	-11.6%[24.8 µM]	-3.0%[17 µM]	-5.3%[2.98 µM]
COc1ccc(Oc2ncc3nc(CCc4ccccc4)c(=O)n(C[C@H]4CCCO4)c3n2)cc1	-0.1%	u	u
CCN1C(=O)[C@H]2[C@H]3[C@H](O)[C@H](O)C/C(=N/OC/C=C(\C)CCC=C(C)C)[C@@H]3CC[C@@H]2C1=O	-0.2%[11.7 µM]	-10.0%[10 µM]	1.0%[10 µM]
Cc1cc(O)c(C)c(O)c1C(=O)O	9.5%	5.3%	-18.5%
CC(=O)OC[C@@H]1O[C@@H](O/N=C2/C[C@@H](O)[C@@H](O)[C@@H]3[C@@H]4C(=O)N(C[C@@H]5CCCO5)C(=O)[C@H]4CC[C@H]23)[C@H](OC(C)=O)[C@H](OC(C)=O)[C@@H]1OC(C)=O	9.7%[11.7 µM]	5.4%[10 µM]	-0.2%[10 µM]
Cc1cnc(CNc2ncncc2-c2ccccc2C#N)cn1	-13.7%	-0.1%	-35.7%
COC(=O)NC(c1ccccc1)c1c[nH]c2ccccc12 (configuration not stated)	-0.9%	3.5%	9.8%
CN(Cc1ccco1)c1cc(-c2ccoc2)ncn1	u	6.2%	-4.5%
COC(=O)C/C=C/C(C)C(OCc1cccc(Br)c1)C(C)C(OC)C1CCCCC1 (configuration not stated)	-7.9%[11.7 µM]	-0.6%[10 µM]	1.0%[10 µM]
O=C1[C@H]2[C@H]3[C@H](O)[C@H](O)C/C(=N/OCc4ccccc4)[C@H]3CC[C@@H]2C(=O)N1C1CCCCC1	3.8%[11.7 µM]	3.7%[10 µM]	-8.5%[10 µM]
COc1cccc(-c2cncnc2NCc2cccnc2)c1	-14.8%	-6.2%	-0.2%
CCCCCCCCOc1c(OC)cc(/C=C/C(=O)N2CCN(c3ccc(C)c(C)c3)CC2)cc1OC	u	-0.3%	8.3%
CC(=O)N[C@@H](CC(C)C)C(=O)N[C@@H](CCCNC(=N)N)C(=O)N[C@@H](Cc1cnc[nH]1)C(=O)N[C@@H](Cc1ccc(O)cc1)C(=O)N[C@@H](CC(C)C)C(=O)N[C@@H](CC(N)=O)C(=O)N[C@@H](CC(C)C)C(=O)N[C@@H](CC(C)C)C(=O)N[C@H](C(=O)N[C@@H](CCCNC(=N)N)C(=O)N[C@@H](CCC(N)=O)C(=O)N[C@@H](CCCNC(=N)N)C(=O)N[C@@H](Cc1ccc(O)cc1)C(N)=O)[C@@H](C)O	-12.4%	4.2%	-12.6%
C/C(CCN1CCCc2nc(C)c(C)cc21)=N\O[C@@H](C)CN1CCCc2nc(C)c(C)cc21	-11.1%[11.7 µM]	4.1%[10 µM]	2.7%[10 µM]
Cc1c(C(=O)NN2CCCCC2)nn(-c2ccc(Cl)cc2Cl)c1-c1ccc(Cl)cc1	-8.3%	-13.4%	24.3%[10 µM]
COc1cccc2oc(-c3ccccc3)cc(=O)c12	-18.3%	u	11.2µM*
NC(=O)[C@H]1CCCN1C(=O)[C@H](Cc1cnc[nH]1)NC(=O)[C@@H]1CCC(=O)N1	11.9%	4.2%	4.7%
CN(N=O)C(=O)N[C@H]1C(O)C(O)C(CO)O[C@@H]1O (some centres not stated)	8.4%	-1.8%	-1.2%
CC(C)[C@H]1c2ccc(F)cc2CC[C@@]1(CCN(C)CCCc1nc2ccccc2[nH]1)OC(=O)C1CC1	u	u	u
O=C(c1cccc(F)c1)N1CCC2(CCCN(c3ncccn3)C2)CC1	-0.5%	5.6%	-16.6%
COc1ccc(CNc2ncncc2-c2ccccc2CN(C)C)c(OC)c1	-9.6%	5.5%	-13.5%
O=C(c1cccc(F)c1)N1CCC2(CCCN(C(c3ccccc3)c3ccccc3)C2)CC1	-10.1%	-7.3%	50.2%
C=CCOC(=O)N[C@@H](CC(C)C)/C(C(=O)OC)=C(\C)NCc1ccccc1	2.7%	-0.7%	-13.3%
COc1ccccc1-c1nccc(NCc2cccs2)n1	u	-12.6%	-2.2%
CN1CCN(c2ncc3nc(-c4ccccc4)c(=O)n(-c4ccccc4)c3n2)CC1	-5.6%	-9.0%	-10.3%
NC(N)=NC[C@@H]1COC2(CCCCC2)O1	4.1%[24.8 µM]	-0.4%[17 µM]	-1.7%[2.98 µM]
c1ccc(Nc2ncnc3ccc(-c4ccoc4)cc23)cc1	u	24.4%	-20.2%
Cc1ncc(COP(=O)(O)O)c(C=O)c1O	1.6%	1.9%	3.2%[10 µM]
COc1ccccc1CNc1cc(-c2c(C)noc2C)ncn1	-10.5%	9.6%	10.6%
CN(C)c1ncc2nc(-c3cccs3)c(=O)n(CCC#N)c2n1	8.7%	-6.5%	-14.2%
COC(=O)CC1[C@@]2(C)C[C@]34OC5(C)OC6(C7CC(=O)OC(c8ccoc8)[C@]7(C)CCC6(O5)[C@]13C)C(OC(C)=O)[C@]4(OC(C)=O)C2OC(C)=O (some centres not stated)	3.6%	-0.3%	1.1%
COc1cc(OC)cc(C2=Nn3c(nnc3-c3ccccc3OC)SC2)c1	-0.3%	-6.6%	-11.1%
CN(C)c1ncc2nc(-c3ccccc3)c(=O)n(Cc3ccc(F)cc3)c2n1	-5.4%	16.3%	-14.1%
O=C(Nc1cc(C(=O)Nc2ccc(S(=O)(=O)O)cc2)cc(C(=O)Nc2ccc(S(=O)(=O)O)cc2)c1)Nc1cc(C(=O)Nc2ccc(S(=O)(=O)O)cc2)cc(C(=O)Nc2ccc(S(=O)(=O)O)cc2)c1	u	-2.8%	-8.1%
Cc1cccc(CNc2cc(-c3ccccc3Cl)ncn2)c1	1.5%	-7.8%	5.2%
CCN(CC)CCC(c1ccc(N(C)C)cc1)c1c(OC)cc(OC)c2c1OC(=O)CC2c1ccc(N(C)C)cc1 (configuration not stated)	u	0.3%	28.4%
CCCCCCCCCCCCCC[N+](C)(C)C	-18.4%	u	u
O=C(c1cc(C(F)(F)F)cc(C(F)(F)F)c1)N1CCC2(CCN(Cc3nccs3)CC2)CC1	1.7%	-2.8%	8.8%
COC(=O)CN1C(=O)[C@@H]2[C@H](C1=O)[C@@H]1CC(C(=O)OC)=C[C@@H](C(=O)OC)C3C1=C(C(=O)[C@]3(C)NC(=O)c1ccccc1)[C@@H]2C (some centres not stated)	-5.4%	-15.3%	-9.0%
COc1ccccc1CN1CC[C@@]2(CCCN(S(=O)(=O)c3ccccc3)C2)C1	-5.2%	7.9%	4.0%
COc1cc(OC)c(NC(=O)Nc2cc(C)on2)cc1Cl	u	-23.2%	-4.1%
C[C@H]1[C@H]2CC[C@H]3C4CC=C5C[C@@H](N(C)C)CC[C@]5(C)C4CC[C@]23CN1C (some centres not stated)	4.5%[24.8 µM]	-14.6%	18.2%
CC1=CC(=O)C2=C(C)CCC3C(C)C(=O)OC3C12 (configuration not stated)	0.3%[24.8 µM]	-3.3%	-0.1%
CO[C@@H]1COC(=O)CCC[C@@H](C)[C@H](OC)COC(=O)[C@H](Cc2ccccc2)NC(=O)C/C=C\[C@H]1C	u	-1.6%[10 µM]	9.3%[10 µM]
Cc1noc(C)c1C(=O)N1CCC2(CCCN(c3ccccn3)C2)CC1	2.8%	6.7%	1.6%
Cc1cc(C)c(S(=O)(=O)OC[C@H]2C=CC[C@@H](CCC[C@H]3O[C@H](C(=O)OC(C)C)CC[C@@H]3C)O2)c(C)c1	-8.1%	1.4%	-1.2%
Cc1nc2cnc(N3CCOCC3)nc2n(Cc2cccs2)c1=O	-1.9%	7.0%	3.6%
COC(=O)[C@@H]1[C@@H](O)[C@]2(O)c3ccccc3O[C@]2(c2ccccc2)[C@H]1c1ccccc1	7.7%[11.7 µM]	3.7%[10 µM]	4.6%[10 µM]
